From PubChem BioAssay
M. tuberculosis GlmU: inhibition of mycobacterial GlmU enzyme – biochemical, glucosamine-1-phosphate acetyltransferase (AID 1376); hit rate 0.25% among 220,000; Bifunctional protein GlmU (Mycobacterium tuberculosis (strain ATCC 25618 / H37Rv)); inhibition, %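 (tested at 30 µM in the primary screen)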, or IC50 in µM where a hit was titrated; M. tuberculosis GlmU acetyltransferase enzyme assay; higher % means a stronger effect; in the data active means inhibition above about 13%; inconclusive means no clear call, values can overlap the other calls;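 further: 0% = complete reaction with vehicle and 100% = reaction without substrate; strong numbers were not always called active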
RmlCD inh 1536: M. tuberculosis RmlC/RmlD coupled enzyme inhibitors, primary screen, biochemical, compound mixtures, 384-well, from 1536-well plates | dTDP-4-dehydrorhamnose reductase (Mycobacterium tuberculosis (strain ATCC 25618 / H37Rv)) … | RmlC+RmlD coupled enzyme assay, percent inhibition; primary screen in compound mixtures | inhibition, % at 3.6 µM | hit rate 0.03% among 160,000 | AID 1533, 2009; in the data active means inhibition mostly above about 34%, no sharp cut-off; inconclusive means no clear call, values can overlap the other calls; inactive means mostly below about 22%; further: some results filed as inactive read as strong as hits
Target sequence (P9WH09 whole entry, looked up): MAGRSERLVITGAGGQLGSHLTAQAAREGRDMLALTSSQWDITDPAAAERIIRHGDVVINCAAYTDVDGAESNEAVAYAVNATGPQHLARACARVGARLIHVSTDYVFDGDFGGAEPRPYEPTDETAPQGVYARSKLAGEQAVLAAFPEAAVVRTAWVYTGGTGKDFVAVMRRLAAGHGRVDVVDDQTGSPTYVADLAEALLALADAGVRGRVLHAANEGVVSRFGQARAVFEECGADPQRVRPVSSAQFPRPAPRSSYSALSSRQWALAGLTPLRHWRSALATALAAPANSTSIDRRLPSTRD
Target sequence (P9WH11 whole entry, looked up): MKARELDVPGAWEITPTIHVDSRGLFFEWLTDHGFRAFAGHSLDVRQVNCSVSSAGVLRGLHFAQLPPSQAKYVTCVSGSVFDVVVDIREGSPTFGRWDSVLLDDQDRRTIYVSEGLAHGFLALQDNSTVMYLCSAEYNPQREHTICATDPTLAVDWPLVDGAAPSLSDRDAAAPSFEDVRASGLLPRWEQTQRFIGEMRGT
Numbers without * were called inactive; ? = inconclusive; . = not tested or not shown. The list is partial; the hit share may differ from the screen's.

item	Molecule	M. tuberculosis GlmU	RmlCD inh 1536
1	Cc1cc(C)c2cc(CN(CC3CCCO3)C(=S)NCc3ccco3)c(=O)[nH]c2c1 (stereo not drawn)	1.5%	8.9
2	CCN(CCn1cccn1)Cc1nc(Cc2cccc(F)c2)no1	-3.0%	-20.6
3	Cc1ccc(CO/N=C\Cc2snc(Sc3ncc(C(F)(F)F)cc3Cl)c2C#N)cc1	-4.5%	.
4	COc1ccc(NC(=O)Cn2nnc(-c3ccc(CN4CCOCC4)cc3)n2)c(OC)c1	8.6%	11.1
5	Cc1ccc(NC(=O)COC(=O)[C@H](C)NC(N)=O)c(C)c1	-7.0%	1.6
6	Cc1ccc(S(=O)(=O)N2CCC(C(=O)N[C@H](C(=O)NCC3CCCO3)C(C)C)CC2)cc1 (stereo partly drawn)	-4.8%	.
7	CCN(C(=O)COC(=O)c1c2c(nc3ccccc13)/C(=C/c1ccccc1)CC(C)C2)C1CCS(=O)(=O)C1 (stereo not drawn)	-0.8%	-11.2
8	Cc1ccc(Cn2c(=O)c3cccnc3n(CC(=O)Nc3cccc(C(F)(F)F)c3)c2=O)cc1	2.7%	-1.5
9	COc1ccc(N=Cc2sc(O)c3ccccc23)cc1	-2.8%	9.2
10	Cc1ccc(-c2nnn(CC(=O)N(Cc3cccs3)C(C(=O)NCC3CCCO3)c3ccco3)n2)o1 (stereo not drawn)	6.7%	11.2
11	O=C1C(=C2CCCCC2)SC(=S)N1Cc1ccco1	7.6%	12.3
12	CCOc1cc(-c2nnc(-c3ccco3)o2)cc(OCC)c1OCC	2.8%	1.0
13	O=C(O)c1ccccc1NS(=O)(=O)c1ccc(NNC(=S)Nc2ccc(OC(F)F)cc2)c([N+](=O)[O-])c1	15.7%	10.0
14	Cc1ccc(CN2C(=O)c3ccccc3NC23CCN(Cc2ccccc2)CC3)cc1	-6.0%	-1.8
15	CCOC(=O)c1c(NC(=O)CSc2nnc(-c3ccco3)o2)sc(C(C)=O)c1C	-2.1%	3.2
16	CC(=O)/C(=N/Nc1cccc(Cl)c1)Sc1nnc(C(O)c2ccccc2)n1-c1ccccc1 (stereo not drawn)	-2.0%	-1.6
17	O=C(O)c1cccc(Nc2nc(-c3cccnc3)nc3ccccc23)c1	8.5%	-12.5
18	S=C(NC12CC3CC(CC(C3)C1)C2)N1CCOCC1	1.2%	6.5
19	Cn1cc(C(=O)C(F)(F)F)c2ccccc21	0.7%	.
20	CC(C)OC(=O)Nc1ccc2c(c1)N(C(=O)N1CCN(C)CC1)c1ccccc1CC2	-0.1%	11.3
21	Cc1cccc(N(C(=O)c2ccc(CN3CCOCC3)o2)C(C(=O)NC(C)(C)C)c2ccc(F)cc2)c1 (stereo not drawn)	-0.7%	.
22	O=C(NCCc1nc(-c2ccccc2)no1)c1ccco1	2.5%	.
23	COCC(=O)n1nc(-c2ccccc2)nc1NCc1ccc(F)cc1	3.5%	12.4
24	CCc1ccc2c(CN3CC=C(c4ccccc4)CC3)cc(=O)oc2c1	-7.9%	9.2
25	Cc1cc(C)nc(SCc2nnc(SCC(N)=O)o2)n1	8.4%	5.0
26	C=CCn1c(SCCOc2ccc(OC)cc2)nnc1C(C)NC(=O)Cc1ccc(OC)cc1 (stereo not drawn)	1.6%	0.4
27	CC(C)(C)Nc1nc(Cl)nc(N(C#N)CN2C(=O)c3ccccc3S2(=O)=O)n1	-2.3%	-12.4
28	O=C(Nc1ccc2c(c1)OCO2)C(c1ccccc1)N1CCC2(CC1)OCCO2 (stereo not drawn)	1.1%	2.0
29	Cc1cc(C)cc(N(CC(=O)O)S(=O)(=O)c2c(C)noc2C)c1	2.4%	25.7
30	COc1cc(OC)c2c(=O)cc(-c3cccnc3)oc2c1	-5.5%	-5.2
31	Oc1ccc(/C=N/N2CCN(C3c4ccccc4-c4ccccc43)CC2)cc1O	1.7%	44.9
32	COc1cccc(-c2ccc(SCC(=O)N3CCOCC3)nn2)c1	-1.5%	.
33	O=C(C1CCCN1S(=O)(=O)c1cccc2nsnc12)N1CCCCCC1 (stereo not drawn)	3.0%	5.1
34	O=C(CSc1ccc(C(F)(F)F)cc1[N+](=O)[O-])Nc1ccc2ccccc2c1	1.9%	5.0
35	COc1ccc(CNC(=O)CSc2nnc(C)n2-c2ccc(F)cc2)cc1	4.5%	.
36	CC(C)(C)c1cc(C(C)(C)C)n(-c2ccccc2)n1	-4.3%	2.3
37	O=C(NCc1ccc(F)cc1)Nc1ccc(Cl)cc1	-4.8%	-4.2
38	CC(C)(C)OC(=O)N1CCC(C(=O)N2CCOCC2)CC1	-0.5%	.
39	CCOC(=O)c1cn(CC(=O)Nc2ccc(CC)cc2)nn1	-1.8%	-7.8
40	CN1C(=O)C2(c3ccccc31)c1c(oc3ccccc3c1=O)C(=O)N2CCCO (stereo not drawn)	10.1%	79.0
41	COc1cccc(CNC(=O)C(CCSC)NS(=O)(=O)c2ccc3c(c2)oc(=O)n3C)c1 (stereo not drawn)	-1.1%	4.8
42	CC(C)c1cc(NC(=O)C(C)(C)C)cc(C(C)C)c1O	-0.7%	4.2
43	CCOCCCN1C(=O)CN(C2CCC(C)CC2)C(=O)C1c1ccc(C)cc1 (stereo not drawn)	8.5%	-6.4
44	O=C1C2C3C=CC(C3)C2C(=O)N1CCC(=O)N1CCc2ccccc21 (stereo not drawn)	1.5%	.
45	CCOC(=O)c1sc2nc(C)nc(SCC(=O)N(CC)C3CCS(=O)(=O)C3)c2c1C (stereo not drawn)	-0.4%	.
46	CC(=O)c1oc2ccccc2c1NC(=O)CCCN1C(=O)c2ccccc2C1=O	-3.0%	.
47	CCOC(=O)Cc1csc(NS(=O)(=O)Cc2ccccc2)n1	-4.2%	.
48	CC(=O)CC(=O)Nc1ccc(Nc2ccccc2)cc1	7.2%	2.5
49	CSc1ncccc1C(=O)OCC(=O)c1ccccc1Br	2.4%	-18.6
50	COc1ccc(CCN=CC2=C(O)CC(C)(C)CC2=O)cc1	1.5%	43.5
51	COCCSc1nnc(NC(=O)C(C)(C)C)s1	0.7%	.
52	CCN1CCN(c2nc(Nc3cccc(C)c3)nc(N)c2[N+](=O)[O-])CC1	4.3%	-3.3
53	COc1ccc(NC(=O)c2cn3c(nc4ccccc43)c(C#N)c2C)cc1	-0.1%	-6.5
54	C/C(=C(\C#N)C(=O)NCCCN1CCOCC1)N(C)C	-2.9%	.
55	Cc1cccc(NCCNc2cccc(C)c2)c1	2.5%	.
56	CC(=O)N1c2ccccc2Oc2cc3ccccc3cc21	1.2%	0.1
57	COCCCN(C(=S)Nc1cc(Cl)cc(Cl)c1)C(C)c1ccccn1 (stereo not drawn)	1.7%	9.3
58	Cc1ccc(-c2cc(NC(=O)CCl)n(-c3ccccc3)n2)cc1	.	-1.8
59	CS(=O)(=O)c1cccc(C(=O)Oc2ccccc2)c1	-5.3%	.
60	Cc1ccc(C)c(/C=N/Nc2nc3ccccc3c(=O)n2O)c1	-3.3%	-9.9

Structures shown so far containing an aryl methoxy group (9):
item	Molecule	M. tuberculosis GlmU	RmlCD inh 1536
4	COc1ccc(NC(=O)Cn2nnc(-c3ccc(CN4CCOCC4)cc3)n2)c(OC)c1	8.6%	11.1
9	COc1ccc(N=Cc2sc(O)c3ccccc23)cc1	-2.8%	9.2
26	C=CCn1c(SCCOc2ccc(OC)cc2)nnc1C(C)NC(=O)Cc1ccc(OC)cc1 (stereo not drawn)	1.6%	0.4
30	COc1cc(OC)c2c(=O)cc(-c3cccnc3)oc2c1	-5.5%	-5.2
32	COc1cccc(-c2ccc(SCC(=O)N3CCOCC3)nn2)c1	-1.5%	.
35	COc1ccc(CNC(=O)CSc2nnc(C)n2-c2ccc(F)cc2)cc1	4.5%	.
41	COc1cccc(CNC(=O)C(CCSC)NS(=O)(=O)c2ccc3c(c2)oc(=O)n3C)c1 (stereo not drawn)	-1.1%	4.8
50	COc1ccc(CCN=CC2=C(O)CC(C)(C)CC2=O)cc1	1.5%	43.5
53	COc1ccc(NC(=O)c2cn3c(nc4ccccc43)c(C#N)c2C)cc1	-0.1%	-6.5

Remaining list, next part:
item	Molecule	M. tuberculosis GlmU	RmlCD inh 1536
61	CNC(=S)NNC(=O)COc1ccc(C)c(C)c1	3.7%	-12.8
62	Cc1ccccc1-n1c(SCc2cccc(F)c2)nc2[nH]ncc2c1=O	-3.6%	?
63	CCN(CC)C(=O)Cn1c(=O)n(-c2ccccc2)c(=O)c2sccc21	-5.2%	-16.7
64	NC(=O)Cn1nc([N+](=O)[O-])nc1Oc1ccccc1F	-0.2%	0.7
65	CCCN1CCN(CCCNC(=S)Nc2ccc(OC)cc2)CC1	1.3%	22.9
66	Cn1nc(C(F)(F)F)c(CNC(=O)C(C)(C)CCl)c1N1CCOCC1	1.1%	.
67	CCCCCCN=C1CC(C)(C)CC(=O)/C1=C(/O)CCC	2.0%	-2.2
68	CC(C)(C)NC(=O)CN(C(=O)c1csnn1)c1ccccc1-c1ccccc1	0.9%	8.6
69	COC(=O)c1ccc(COc2ccccc2[N+](=O)[O-])o1	6.6%	4.5

Complete entries, quoted from the list. Screens in order: M. tuberculosis GlmU	RmlCD inh 1536
Entry for NC(=O)Cn1nc([N+](=O)[O-])nc1Oc1ccccc1F : -0.2%	0.7
Entry for CC(=O)N1c2ccccc2Oc2cc3ccccc3cc21 : 1.2%	0.1
Entry for Cc1ccc(-c2nnn(CC(=O)N(Cc3cccs3)C(C(=O)NCC3CCCO3)c3ccco3)n2)o1 (stereo not drawn) : 6.7%	11.2

Entries from the list above that have an NH in an aromatic ring:
item	Molecule	M. tuberculosis GlmU	RmlCD inh 1536
1	Cc1cc(C)c2cc(CN(CC3CCCO3)C(=S)NCc3ccco3)c(=O)[nH]c2c1 (stereo not drawn)	1.5%	8.9
62	Cc1ccccc1-n1c(SCc2cccc(F)c2)nc2[nH]ncc2c1=O	-3.6%	?
